# MEKK2mut PB1 HTS – MEK5 binding signal on mutant MEKK2 PB1, primary screen, biochemical, multiplex bead flow cytometry, Alexa488-MEK5 | 290,000 compounds, 0.35% hits | percent response, % at 10 µM | AID 1530, 2009 | Alexa488-MEK5 binding to MEKK2 mutant; in the data active = percent response above about 24%, passing the limit was not always enough; also: inactives centre near 1; some results filed as inactive read as strong as hits
# NALP1 yeast inh – NALP1 inflammasome inhibitors in reconstituted yeast, colorimetric, S. cerevisiae, triplicate retest; 280,000 compounds, 0.61% hits; S. cerevisiae NALP1/ASC/caspase-1 growth, X-gal OD620, 72 h; inhibition, % at 10 µM; AID 2071, 2009; in the data active = inhibition mostly above about 24%, no sharp cut-off; inactive = mostly below about 32%; also: some compounds called inactive have numbers as strong as hits
# MEKK2 WT-MEK5 – modulators of MEK5 binding to wildtype MEKK2, primary screen, biochemical, multiplex bead flow cytometry, Alexa488-MEK5; AID 1531, 2009; binding response (% of control), % at 10 µM; Alexa488-MEK5 binding to MEKK2 WT; actives lie on both sides; Mitogen-activated protein kinase kinase kinase 2 (Homo sapiens), Q9Y2U5; 290,000 compounds, 1.1% hits; in the data active = binding response below about 67% or above about 130%
# V1R ag counter – agonists of human V1a receptor, primary screen, counter-screen for OXTR agonist project, fluorescence, CHO-V1R cells. 320,000 compounds, 0.25% hits. Fluo-8 calcium fluorescence, agonist mode; 0% DMSO, 100% 3 nM vasopressin. activation, % at 3 µM. Vasopressin V1a receptor (Homo sapiens), P37288;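 active = activation above the mean activation of all tested compounds plus 3 SD, per screening run, cut at about 20% in these data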;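 also: signal is peak over basal fluorescence ratio across a 100 second FLIPR read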
# Target sequence (P37288 whole entry, looked up): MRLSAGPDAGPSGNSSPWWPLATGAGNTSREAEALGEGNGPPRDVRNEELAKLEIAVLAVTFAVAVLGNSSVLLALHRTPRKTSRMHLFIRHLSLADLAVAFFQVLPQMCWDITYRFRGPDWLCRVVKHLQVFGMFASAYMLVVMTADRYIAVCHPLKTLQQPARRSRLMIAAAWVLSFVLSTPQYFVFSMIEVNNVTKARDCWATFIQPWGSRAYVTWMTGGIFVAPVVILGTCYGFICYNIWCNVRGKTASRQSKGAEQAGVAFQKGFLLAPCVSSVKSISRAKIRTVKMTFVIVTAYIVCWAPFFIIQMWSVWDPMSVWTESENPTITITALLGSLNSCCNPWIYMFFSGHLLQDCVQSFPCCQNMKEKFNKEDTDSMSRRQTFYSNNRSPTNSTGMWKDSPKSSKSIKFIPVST
# GalR3 antag – GalR3 antagonists in HEK293 cells, primary screen, cell-based, fluorescence readout | HEK293 GalR3-CNG cAMP membrane potential fluorescence; galR3 body fused to GalR1 C-terminus | inhibition, % at 3 µM | 360,000 compounds, 0.44% hits | AID 651719, 2012;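 active = inhibition above the screen-wide average plus 3 SD, cut at about 13% in these data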;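 also: forskolin and galanin both at EC90 stimulate the cells; cAMP rise reported by CNG channel membrane potential dye signal; 0% = forskolin plus galanin with DMSO and 100% = forskolin alone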
# Target sequence (O60755 1-299 limits assumed): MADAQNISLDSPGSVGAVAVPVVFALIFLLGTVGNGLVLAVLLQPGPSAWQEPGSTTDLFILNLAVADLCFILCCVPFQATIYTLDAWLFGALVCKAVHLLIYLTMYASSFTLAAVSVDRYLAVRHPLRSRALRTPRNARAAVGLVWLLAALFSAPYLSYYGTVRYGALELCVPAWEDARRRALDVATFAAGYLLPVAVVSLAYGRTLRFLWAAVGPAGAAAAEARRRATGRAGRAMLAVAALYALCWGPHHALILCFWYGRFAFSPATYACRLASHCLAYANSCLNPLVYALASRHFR
# M18AAP inhibitor – PfM18AAP inhibitors, malaria aminopeptidase, primary screen, biochemical, QFRET, recombinant enzyme; 290,000 compounds, 1.2% hits; inhibition, % at 7.35 µM; H-Glu-NHMec fluorogenic cleavage; M18 aspartyl aminopeptidase (Plasmodium falciparum 3D7); AID 1822, 2009;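 active = inhibition above the campaign mean inhibition over all tested compounds plus 3 SD, cut at about 28% in these data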;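 also: 0% = plate median of test compound wells and 100% = 2 mM ZnCl2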
# GPR7 antag – GPR7 receptor antagonists, primary screen, cell-based, fluorescence, single concentration; 290,000 compounds, 1.1% hits; GPR7-expressing cells, fluorescence antagonist assay; inhibition, % at 4.4 µM; Neuropeptides B/W receptor type 1 (Homo sapiens), P48145; in the data active = inhibition above about 16%, passing the limit was not always enough;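 also: cells stimulated with the agonist NPW; 0% = agonist with vehicle and 100% = vehicle without agonist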
# Target sequence (P48145 whole entry, looked up): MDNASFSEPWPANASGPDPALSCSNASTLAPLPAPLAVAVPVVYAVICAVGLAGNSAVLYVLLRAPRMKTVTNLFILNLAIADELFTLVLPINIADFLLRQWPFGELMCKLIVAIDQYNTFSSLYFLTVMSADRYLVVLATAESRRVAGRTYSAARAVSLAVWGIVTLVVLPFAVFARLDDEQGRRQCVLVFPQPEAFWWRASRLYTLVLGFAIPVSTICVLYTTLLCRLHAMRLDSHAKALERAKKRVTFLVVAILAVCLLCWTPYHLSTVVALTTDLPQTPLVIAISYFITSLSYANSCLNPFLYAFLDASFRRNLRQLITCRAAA
# OXTR agonist – human OXTR agonists, primary screen, fluorescence, CHO-OTR cells, Fluo-8 calcium; 320,000 compounds, 0.32% hits; Fluo-8 calcium fluorescence; normalized: DMSO 0%, oxytocin 100%; activation, % at 3 µM;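 active = activation above the mean of all tested compounds plus 3 SD, cutoff set per screening run, cut at about 20% in these data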;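 also: peak over basal fluorescence ratio from a 100 s FLIPR kinetic read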
# OXTR potentiator – human OXTR potentiators, primary screen, fluorescence, CHO-OTR cells, Fluo-8 calcium. Fluo-8 calcium fluorescence, potentiator mode; 0% = oxytocin EC15, 100% = EC100. activation, % at 3 µM. 320,000 compounds, 0.061% hits. AID 2445, 2010;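 active = activation above that plate's cutoff, the mean activation of tested compounds plus 3 SD, cut at about 6.6% in these data, passing the limit was not always enough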;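 also: 100% uses oxytocin at 75 nM as the full agonist control; some results filed as inactive read as strong as hits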
#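 Assay system: CHO cell line stably expressing human OTR | Also added: Oxytocin at about EC15, sub-maximal agonist stimulus | Times: Compound 6 min at room temperature before oxytocin, 100 s read | Measured by: Fluo-8 intracellular calcium fluorescence, ex 470-495, em 515-575 nm | Controls: EC15 oxytocin alone as 0%, 75 nM oxytocin as 100%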
# * marks the source's active call; other numbers are inactive results; . = no result given. Rows are unselected; any-hit rate near 4.1%.
cpd	smiles	OXTR potentiator	GPR7 antag	NALP1 yeast inh	GalR3 antag	MEKK2mut PB1 HTS
1	CN(C)S(=O)(=O)N(CC(=O)Nc1ccccc1F)c1ccccc1	-5	0	9	-2	5
2	C=CCNC(=O)Cn1nc(-c2ccccc2)ccc1=O	-2	-8	30	0	-5
3	CCOC(=O)c1ccc(NC(=O)Cn2cnc3cc(C)c(C)cc32)cc1	-9	-12	.	-9	8
4	CN(C)CCCN(C(=O)c1ccc(S(=O)(=O)N(C)C2CCCCC2)cc1)c1nc2ccc(F)cc2s1	-5	19	32	-2	28*
5	Fc1cc(F)c2nc(Nc3nc4c(F)cccc4s3)sc2c1	0	-5	18	-6	-1
6	COc1cc2cc(C(=O)N3CCOCC3)cc(-c3ccc(C)cc3)c2cc1OC	-12	6	5	-8	4
7	Cc1ccc(NC(=O)c2cc(N3CCOCC3)nc3ccccc23)cc1	-6	-3	6	-5	-12
8	O=C(c1ccccc1)c1ccc2nc(N3CCCCC3)c3nncn3c2c1	-1	-6	20	-1	7
9	CCN1CCN(CCCNC(=O)c2csc3c2CCCCC3)CC1	-4	4	26	-6	2
10	O=C(CN1C(=O)NC2(CCCc3ccccc32)C1=O)N1CCN(C(=O)c2ccco2)CC1 (stereo not drawn)	4	-5	-5	1	2
11	O=S(=O)(c1ccccc1)c1nc(-c2ccccc2)oc1N1CCCCC1	0	-2	4	-3	10
12	COc1ccc(CN2CCN(c3ncnc4scc(-c5ccc(F)cc5)c34)CC2)cc1	-18	14	6	-11	6

cpd	OXTR agonist	V1R ag counter	MEKK2 WT-MEK5	M18AAP inhibitor
1	-0.4	-0.6	110	0
2	1.1	1.6	94	0
3	16	13	106	-1
4	6.1	1.7	163*	-2
5	2.0	1.4	100	-7
6	0.5	4.1	102	-1
7	2.1	4.0	87	6
8	0.6	-1.2	96	3
9	0.6	-0.1	104	0
10	0.0	0.8	99	0
11	1.1	1.5	105	-32
12	-1.8	-0.4	105	-1

# Going on with the list:
cpd	smiles	OXTR potentiator	GPR7 antag	NALP1 yeast inh	GalR3 antag	MEKK2mut PB1 HTS
13	CCN1CCN(c2oc(COc3ccc(-c4ccccc4)cc3)nc2C#N)CC1	-23	12	16	-8	3
14	COc1ncnc2c1oc1nc(CC(C)C)c3c(c12)CC(C)(C)OC3	-1	1	8	-7	3
15	C/C(=N\NC(=O)CC1N=C(Cc2ccccc2)NNC1=O)c1ccccc1 (stereo not drawn)	-1	4	13	-1	5
16	CCOC(=O)CSc1nc2ccc(N)cc2s1	-2	-2	22	-9	-2
17	CC1Sc2ccc(C(=O)NCc3ccccn3)cc2NC1=O (stereo not drawn)	-1	.	.	0	.
18	O=C(OCC(=O)c1ccc[nH]1)c1ccccc1	-6	5	23	2	-11
19	COC(=O)C1=C(C)N(C)C(=S)N(C)C1c1ccc(OC)cc1 (stereo not drawn)	0	1	0	1	-9
20	CC1(C)CC(NC2C3CC4CC(C3)CC2C4)CC(C)(C)N1 (stereo not drawn)	-3	-11	1	-4	7
21	c1ccc(-c2nc(-c3ccncc3)no2)cc1	-7	-6	7	-4	-1
22	c1ccc2c(c1)CCc1c(-c3ccncc3)n[nH]c1-2	0	.	.	-6	.
23	CCOc1ccccc1CNC(=O)CCCc1cn(C)c2ccccc12	-7	-2	30	-2	-4
24	OCC[C@@H]1C[C@@H](O)[C@H](O)[C@]2(OCc3ccccc32)O1	-6	-6	5	-4	-6

cpd	OXTR agonist	V1R ag counter	MEKK2 WT-MEK5	M18AAP inhibitor
13	7.7	7.9	109	-1
14	-0.3	-1.2	104	-4
15	-1.2	-0.3	105	0
16	-0.2	0.2	99	6
17	0.0	1.3	.	.
18	0.1	0.6	74	-17
19	-1.9	-1.1	90	-7
20	-0.5	3.2	104	0
21	-1.1	0.3	104	-3
22	-0.2	2.2	.	.
23	-1.8	-1.2	99	7
24	0.0	1.2	95	-3

# (listing goes on)
cpd	smiles	OXTR potentiator	GPR7 antag	NALP1 yeast inh	GalR3 antag	MEKK2mut PB1 HTS
25	CCCc1cc(=O)n2nc(N3CCC(C(=O)NCc4ccc(C)o4)CC3)sc2n1	-4	-12	-27	-9	-2
26	O=C(CSc1nncn1-c1ccccc1)Nc1ccc(N2CCOCC2)cc1	-9	-10	24	-2	4
27	Cc1ccc(N=Nc2c(C)[nH]n(C(N)=S)c2=O)cc1	-1	-5	-6	-1	0
28	O=C(O)c1cc(S(=O)(=O)NCC2CCCO2)ccc1Cl (stereo not drawn)	-17	-2	9	2	0
29	CC1CCc2sc(C(=O)Nc3ccc(N4CCOCC4)cc3)cc2C1 (stereo not drawn)	-7	-11	2	-2	-43
30	Cn1c(CSc2ncccn2)nnc1SCC(=O)N1CCCC1	-3	-3	1	-3	-10
31	CC(=O)N/C(=C\c1ccc(F)cc1)C(=O)OCc1ccccc1	-2	-14	30	-7	6
32	CCc1nnc(NC(=O)CSc2nnnn2-c2cccc(C(C)=O)c2)s1	-14	-6	13	-3	-10
33	O=c1[nH]c(=S)[nH]c2c1C(c1ccc(Br)cc1)c1c([nH]c(=S)[nH]c1=O)O2	-9	1	-15	-10	7
34	CC(=O)c1ccc(N2CC(C)(C)C2=O)cc1	-12	9	0	-4	-9
35	O=C(Nc1ccccc1)C1CC2CCCC(C1)C2=O (stereo not drawn)	-1	-5	11	-2	-3
36	COc1ccc(CN(C)Cc2nc3scc(-c4ccccc4)c3c(=O)[nH]2)cc1OC	-8	-10	15	-3	-1

cpd	OXTR agonist	V1R ag counter	MEKK2 WT-MEK5	M18AAP inhibitor
25	-0.9	1.2	98	-1
26	1.0	1.4	101	10
27	-1.6	-1.4	102	6
28	0.0	1.0	97	7
29	-1.4	-0.1	96	3
30	1.1	-0.7	88	-3
31	-1.9	-0.4	109	-3
32	-1.5	0.6	89	-11
33	0.4	0.4	100	-10
34	-0.4	-0.2	91	2
35	-0.2	-0.2	97	13
36	-0.8	0.1	104	-1

# (cont.)
cpd	smiles	OXTR potentiator	GPR7 antag	NALP1 yeast inh	GalR3 antag	MEKK2mut PB1 HTS
37	O=C(Nc1cc(Cl)ccc1N1CCOCC1)c1cccnc1Cl	-1	0	.	-6	-3
38	O=C(/C=C/c1ccc2c(c1)OCO2)NCc1cn2cc(Cl)ccc2n1	2	-13	2	-1	0
39	CCS(=O)(=O)Nc1ccc(-c2ccc(NS(=O)(=O)CC)c(OC)c2)cc1OC	-13	-2	28	-1	6
40	C=CCN1C(=O)C(CC(=O)Nc2ccccc2)SC1=Nc1c(C)n(C)n(-c2ccccc2)c1=O (stereo not drawn)	-10	4	15	1	3
41	CC(C)(C)OC(=O)NNC(=O)c1ccc(Cl)cc1	-1	5	.	-2	5
42	COc1ccc([C@@H]2[C@@H]3C(=O)N(C(C)(C)C)C(=O)[C@@H]3[C@]3(CC(C)C)C(=O)N(c4ccccc4)C(=O)N23)cc1	-4	-4	21	-9	0
43	CC1CCN(CC(O)COc2ccc(OCC(O)CN3CCC(C)CC3)cc2)CC1 (stereo not drawn)	3	-2	24	-7	7
44	COc1ccc2c(c1)OC[C@H]1[C@@H]2N2C(=O)CNC(=O)[C@@]2(C)[C@H]1c1ccccc1	-1	.	.	-4	.
45	CC(=O)N(CCCN(C)C)c1nc2ccc(C)cc2s1	-3	-11	-8	-5	2
46	CN(C1CCCCC1)S(=O)(=O)c1ccc(NC(=O)c2ccc(Br)o2)cc1	-17	4	29	1	14
47	O=C1CSC2=NCN(c3ccccc3)CN12	-12	0	27	-3	-1
48	COc1ccc(-n2c(SCC(N)=O)nc3sc4c(c3c2=O)CCC4)cc1	-2	-6	4	-3	6

cpd	OXTR agonist	V1R ag counter	MEKK2 WT-MEK5	M18AAP inhibitor
37	0.3	0.9	96	3
38	-1.3	-1.0	100	1
39	2.9	5.8	102	9
40	-0.2	0.2	104	1
41	1.1	0.8	102	-1
42	-1.1	-0.6	98	8
43	1.5	1.1	116	-3
44	0.5	-0.3	.	.
45	1.8	1.5	104	0
46	-1.5	0.7	109	3
47	-0.7	0.5	92	2
48	0.6	1.4	98	1

# Full records, quoted from the list. Values in the order: OXTR potentiator	GPR7 antag	NALP1 yeast inh	GalR3 antag	MEKK2mut PB1 HTS	OXTR agonist	V1R ag counter	MEKK2 WT-MEK5	M18AAP inhibitor
# `CCS(=O)(=O)Nc1ccc(-c2ccc(NS(=O)(=O)CC)c(OC)c2)cc1OC` as listed: -13	-2	28	-1	6	2.9	5.8	102	9
# `O=C(Nc1cc(Cl)ccc1N1CCOCC1)c1cccnc1Cl` as listed: -1	0	.	-6	-3	0.3	0.9	96	3
# `O=C1CSC2=NCN(c3ccccc3)CN12` as listed: -12	0	27	-3	-1	-0.7	0.5	92	2
# `CC1CCN(CC(O)COc2ccc(OCC(O)CN3CCC(C)CC3)cc2)CC1` (stereo not drawn) as listed: 3	-2	24	-7	7	1.5	1.1	116	-3
# `CC(=O)N(CCCN(C)C)c1nc2ccc(C)cc2s1` as listed: -3	-11	-8	-5	2	1.8	1.5	104	0

# Next structures:
cpd	smiles	OXTR potentiator	GPR7 antag	NALP1 yeast inh	GalR3 antag	MEKK2mut PB1 HTS
49	COc1cc(CN2CCCC(C(=O)Nc3cccc(-n4cccn4)c3)C2)ccc1F (stereo not drawn)	-3	-4	12	-4	10
50	COC(=O)c1ccc(OCC2c3cc(OC)c(OC)cc3CCN2C(=O)C2CC2)cc1 (stereo not drawn)	-8	27*	6	-6	0
51	CC(C)Cc1ccc(CN2CCCC(NC(=O)CCCN3CCCC3=O)C2)cc1 (stereo not drawn)	-9	8	36	-3	5
52	CC(C)(O)C#Cc1ccc(C(=O)N2CCN(c3ccccc3)CC2)cc1	-7	-2	26	-7	4
53	O=C(O)CCC(=O)N1CCN(c2ncccc2C(F)(F)F)CC1	-7	-9	5	-3	3
54	O=C(CSc1nc2ccccc2s1)NCCOc1ccc(Cl)cc1	-10	-12	1	-4	-2
55	CCN(CC)CCCNc1oc(-c2ccccc2[N+](=O)[O-])nc1C#N	-4	-4	3	1	5
56	O=C(CC1S/C(=N/N=C/c2c[nH]c3ccc(OCc4ccccc4)cc23)NC1=O)Nc1ccccc1 (stereo not drawn)	-1	-16	23	1	-2

cpd	OXTR agonist	V1R ag counter	MEKK2 WT-MEK5	M18AAP inhibitor
49	5.5	5.8	117	0
50	1.3	0.1	100	-9
51	2.8	1.6	119	-3
52	-0.5	1.5	101	2
53	0.4	0.2	108	-11
54	-1.9	-0.8	97	-3
55	0.0	-1.4	100	2
56	-1.2	0.1	98	-3

# Screening results from PubChem.
